# Wnt act: activates Wnt/beta-catenin signaling in a reporter cell assay | activator, plate reader | activation, % at 9.35 µM | actives 1.2% (n = 300,000) | AID 743398; in the data active = activation above about 30%, passing the limit was not always enough; inconclusive = no clear call, values can overlap the other calls;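 note: 0% = neutral control wells and 100% = positive control wells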
# CAL PDZ FP-1: human CAL PDZ-peptide interaction inhibition; AID 504414; purified CAL PDZ, TMR-peptide fluorescence polarization, 1 h; actives 0.02% (n = 330,000); inhibition, % at 20 µM;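 active = highest replicate inhibition of at least 40%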;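 note: plate controls were DMSO neutral control wells for no effect and unlabeled competitor peptide control wells for full effect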
#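 Test system: tagged CAL PDZ domain / Buffer or medium: sodium phosphate/NaCl buffer pH 7.4 with TCEP, IgG, Thesit / Reagent: TMR-labelled reporter peptide T*-PRC34 bound in PDZ groove / Compound dosing: single point, 20 µM / Schedule: 1 h incubation at room temperature before polarization reading / Technique: fluorescence polarization (mP) / Benchmarks: unlabelled peptide, DMSO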
# SR-BI DiI inh: blocks mouse SR-BI lipid uptake from DiI-HDL; ldlA[mSR-BI] CHO cells, DiI-HDL uptake fluorescence, 3 h; actives 0.96% (n = 320,000); inhibition, % at 12.5 µM;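 active = mean replicate inhibition of at least 70% and a set share of replicates each scoring 70 or more; inconclusive = meets just one of the two criteria; inactive = fails both criteria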;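 note: 0% = median of neutral control wells and 100% = median of positive control wells; values of inactives mirror those of a sister screen read the other way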
# Target sequence (Q61009 whole entry, looked up): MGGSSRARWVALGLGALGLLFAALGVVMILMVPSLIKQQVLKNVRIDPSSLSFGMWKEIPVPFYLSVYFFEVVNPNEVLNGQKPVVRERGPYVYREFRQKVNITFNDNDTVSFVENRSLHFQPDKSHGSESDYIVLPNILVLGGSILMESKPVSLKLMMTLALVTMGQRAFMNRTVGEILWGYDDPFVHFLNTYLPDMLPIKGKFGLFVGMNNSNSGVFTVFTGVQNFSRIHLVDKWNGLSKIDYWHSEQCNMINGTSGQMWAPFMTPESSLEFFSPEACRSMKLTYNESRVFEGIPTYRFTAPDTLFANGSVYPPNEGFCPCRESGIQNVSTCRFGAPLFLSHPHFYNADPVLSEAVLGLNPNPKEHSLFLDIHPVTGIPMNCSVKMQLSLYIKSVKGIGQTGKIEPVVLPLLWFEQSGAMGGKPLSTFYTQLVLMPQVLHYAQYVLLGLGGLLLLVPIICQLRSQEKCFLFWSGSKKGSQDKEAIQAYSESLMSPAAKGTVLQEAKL
# phage Ecoli inh: E. coli growth loss with phage present | actives 0.26% (n = 360,000) | growth absorbance | inhibition, % at 11.9 µM | AID 651602; in the data active = inhibition above about 11%
# CAL PDZ FP-2: CAL PDZ (human) peptide binding inhibition | purified CAL PDZ, TMR-peptide fluorescence polarization, 1 h | inhibition, % at 24.9 µM | actives 0.92% (n = 300,000) | AID 602252;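 active = mean inhibition of at least 30% with at least half of replicates also reaching 30%; inconclusive = no clear call, values can overlap the other calls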;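 note: 0% = DMSO neutral control and 100% = excess unlabeled competitor peptide PRC23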
# AddAB inh: less growth of phage-infected E. coli with AddAB. E. coli expressing H. pylori AddAB, absorbance growth. inhibition, % at 11.9 µM. actives 0.29% (n = 330,000). AID 435030; in the data active = inhibition above about 12%;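 note: 0% = vehicle wells of infected cells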
# SR-BI DiI-HDL act: enhances SR-BI lipid uptake from DiI-HDL; CHO ldlA[mSR-BI] cells, DiI-HDL uptake fluorescence, 3 h; 100 = double the neutral-control signal; activation, % at 12.5 µM; actives 0.096% (n = 320,000); AID 504775;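 active = mean replicate activation of at least 60% and every replicate at or above 60%; inconclusive = mean or all-replicate condition met, but not both; inactive = mean below 60% and not all replicates reaching 60%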;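 note: 0% = median plate neutral-control signal and 100% = twice that signal; values of inactives mirror those of a sister screen read the other way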
#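 system = CHO ldlA[mSR-BI] cells, LDL receptor-null, SR-BI overexpressing | medium = Ham's F12 with 0.5% BSA, HEPES 25 mM, pH 7.4 | probe or stimulus = DiI-HDL 10 µg/mL | compound dosing = single-point compound dose | incubation = compound exposure 3 h, 37 °C | technique = DiI fluorescence, bottom read | read-out = cell-associated DiI fluorescence as measure of HDL uptake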
# MITF act: MITF TRPM1 promoter activation in melanoma cells | SK-MEL-5 TRPM1-promoter luciferase, 24 h; % of positive control, neutral wells = 0 | activation, % at 12.5 µM | actives 0.75% (n = 300,000) | AID 588334;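 active = mean activation of at least 80% with every replicate also reaching 80%; inconclusive = mean reaches 80% but some replicate falls short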;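 note: 0% = neutral control wells and 100% = parthenolide positive control wells; values of inactives mirror those of a sister screen read the other way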
# Tat export inh: inhibitors of E. coli Tat protein transport; AID 488895; inhibition, % at 10 µM; actives 0.036% (n = 340,000); E. coli MC4100 TorA-mCherry Tat export, fluorescence;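 active = mean replicate inhibition at least 50% and at least half of replicates individually reaching 50%; inconclusive = only one of the two criteria met; inactive = neither criterion met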;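 note: exported cargo escapes ClpAP degradation while cytoplasmic cargo is degraded and loses fluorescence; 0% = median of neutral control wells and 100% = median of NaSCN control wells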
# E coli growth: reduces bacterial viability in AddAB counter-screen | E. coli V3065 growth, OD600 absorbance, 18 h | inhibition, % at 11.9 µM | actives 0.27% (n = 330,000);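 active = inhibition above the campaign's mean inhibition across all tested compounds plus 3 SD, cut at about 9.9% in these data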;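 note: uninfected addAB+ strain grown without phage in ampicillin broth; 0% = DMSO wells and 100% = ciprofloxacin 0.95 µg/ml wells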
# Starred values were filed as active, the others as inactive; ? = inconclusive; · = not tested or not shown. Compounds were not picked by outcome. Share with any hit: about 3.6%.
compound	Wnt act	CAL PDZ FP-1	SR-BI DiI inh	phage Ecoli inh	CAL PDZ FP-2	AddAB inh	SR-BI DiI-HDL act	MITF act	Tat export inh	E coli growth
O=C(NNC(=O)c1ccc2ccccc2n1)c1ccc(O)cc1	-5	-0.2	-32	0.2	-4	-5.5	32	16	3	-6.0
COc1cccc(CN(Cc2ccco2)S(=O)(=O)c2ccc(S(=O)(=O)NCc3ccccc3)cc2)c1OC	·	-1.1	21	2.7	·	-0.1	-21	1	1	1.7
Cc1ccc(OCC(=O)Nc2nnc(S(=O)(=O)N3CCCCCC3)s2)cc1C	1	-3.0	·	4.2	·	0.6	·	-5	-12	0.3
O=C1CCCC(O)=C1N=Nc1ccc(Cl)c(Cl)c1	19	-2.4	-20	3.7	-1	0.3	20	-5	6	-0.1
CN1CCC(N(C)S(=O)(=O)c2ccc(NC(=O)COc3ccc(Br)cc3Cl)cc2)CC1	-8	-4.5	-2	4.5	-1	1.7	2	18	3	3.1
CCC(=O)N1CCc2cc(S(=O)(=O)N3CCCCC3CC)ccc21 (centres undefined)	-1	-1.1	10	-1.4	-13	4.2	-10	0	0	1.8
CC(C)C[C@@H](COc1ccccc1)N1CCN(CCc2ccccc2)CCC1=O	-1	-0.3	-16	2.9	1	3.7	16	2	-4	-1.4
CCc1ccc(C(C)NC(=S)NC2CCCCC2)cc1 (centres undefined)	·	-2.4	29	·	1	·	·	0	10	·
O=C(CN1CCCCCC1=O)OCc1ncc(-c2ccccc2)o1	-1	-0.8	-13	0.8	0	3.6	13	-13	-5	0.0
CC(OC(=O)c1cc(=O)[nH]c2ccccc12)C(=O)NC1CCCC1 (centres undefined)	3	-1.5	-22	2.7	·	2.0	22	-1	0	-2.8
OC1c2cc(Br)ccc2N=C2CCCN21 (centres undefined)	2	-0.7	-18	-3.6	-6	-1.0	18	-4	4	-0.3
O=C(Cc1ccsc1)N1CCN(S(=O)(=O)c2ccccc2F)CC1	12	-0.5	-18	2.5	-4	-0.3	18	2	-4	-1.9
O=C1CCC(=O)N1c1ccccc1OS(=O)(=O)c1ccccc1	2	-1.2	-17	1.0	-5	-2.1	17	4	-4	2.3
CC(C)c1ccc(N2C(=O)CC(Sc3ncn[nH]3)C2=O)cc1 (centres undefined)	·	-3.4	-7	0.5	-4	-1.0	7	-11	7	1.6
O=C(Nc1ccc(C(=O)N2CCCCC2)cc1)C1CCCC1	5	-2.5	21	1.8	-3	·	-21	6	9	·
O=C(CN1C(=O)NC2(CCCCC2)C1=O)NCCc1ccc(Cl)cc1Cl	-3	-1.1	1	4.0	·	-0.7	-1	7	0	1.4
CC(=O)Nc1c(Cl)c(Cl)c2c(c1Cl)Cc1cc(Cl)ccc1-2	-3	0.3	29	1.6	·	·	-29	-8	-7	·
CCOC(=O)C1=C(O)C(Nc2nccs2)(C(F)(F)F)N=C1C (centres undefined)	·	0.2	-21	1.4	0	1.9	21	6	-2	0.7
CC(C)Sc1nc2c([nH]1)c(=N)ncn2Cc1ccccc1	-1	-1.3	-11	4.9	·	-0.2	11	1	-2	2.9
COc1ccc2[nH]c3c(=O)n(CCCC(=O)NC4CCC(C)CC4)c(=S)[nH]c3c2c1 (centres undefined)	-1	-0.8	-3	1.3	-2	2.9	3	-3	-2	0.1
Cc1ccc(-n2nnnc2CCl)cc1	0	0.9	-7	-0.5	-1	·	7	-11	-3	·
CCOc1ccc(NC(=O)CN(C)C(=O)Cc2ccsc2)cc1OCC	-2	-0.9	1	6.0	·	1.3	-1	-9	0	0.2
COc1cc(/C=C/C(=O)OCC(=O)Nc2ccc(S(=O)(=O)N3CCCC3)cc2)ccc1O	-2	-1.6	82*	0.6	-2	4.3	-82	-8	2	-1.2
CC1CSC(N(C(=O)c2ccc(S(C)(=O)=O)cc2)c2ccc(Cl)cc2)=N1 (centres undefined)	2	-1.4	1	3.3	·	2.1	-1	14	-15	1.9
CNC(=O)Nc1cc(C(C)(C)C)no1	-4	-0.1	-13	1.9	-6	1.4	13	·	1	-0.5
CCn1c(C)c(C(C)=O)c(N2CCN(c3ccc(F)cc3)CC2)nc1=S	-1	-1.3	-7	1.1	-1	2.2	7	6	-5	-0.5
O=C(Cc1ccc(Cl)cc1)Nc1ccc(NC(=O)c2ccccc2)cc1	-4	0.6	3	1.7	-1	3.0	-3	14	-7	0.8
CSc1ccc(S(=O)(=O)N2CCCC2)cc1	-1	-1.0	2	0.3	-3	-2.4	-2	3	-10	-1.4
CN(C)c1cccc(N(C)C)c1CNC(=O)C(C)(C)C	-1	·	·	2.5	·	-0.8	·	·	·	1.3
O=C1CSc2ccc(S(=O)(=O)N3CCN(c4ccccc4)CC3)cc2N1	0	-3.9	2	1.4	-4	4.8	-2	2	-6	1.2

compound	Wnt act	CAL PDZ FP-1	SR-BI DiI inh	phage Ecoli inh	CAL PDZ FP-2	AddAB inh	SR-BI DiI-HDL act	MITF act	Tat export inh	E coli growth
O=C(COC(=O)c1cc(Cl)nc(Cl)c1)NCCc1ccc(F)cc1	-1	-3.3	-7	5.3	1	-0.8	7	7	1	-2.2
O=C(Nc1ccccc1)c1ccc(-c2ccccc2)s1	5	-2.9	28	2.1	-2	-1.6	-28	85*	-8	3.1
Cc1ccc(NC(=O)CN(CCc2ccccc2)S(C)(=O)=O)cc1	0	-0.9	5	2.0	9	·	-5	-21	2	·
Cc1c(C)n(C)c2ccc(C(=O)NCCCN3CCN(C)CC3)cc12	-1	-1.7	19	2.6	2	2.9	-19	-8	-5	-1.8
CCC(=O)Nc1ccc(C(=O)NCc2ccccn2)cc1	2	-3.7	6	2.3	-1	5.3	-6	-8	-4	4.8
COc1ccc(NC(=O)c2cc(C)no2)cc1OC	-1	-1.2	3	3.0	-2	0.3	-3	7	-9	-1.0
O=C(CSc1nc(=O)n2ccccc2n1)Nc1ccc2c(c1)OCCO2	-2	-0.7	-2	7.5	·	3.5	2	7	5	2.1
CC(=O)Nc1ccc(C)cc1NC(C)=O	2	1.0	-42	2.3	0	1.3	42	·	-2	1.3
COC(=O)c1cccc(NC(=O)Nc2ccccc2OC)c1	19	-0.5	81*	2.2	-2	1.0	-81	23	-6	-1.3
CCOC(=O)N1CCC(N(CCCOC)C(=O)Nc2cccc(OC)c2)CC1	·	-2.8	0	-0.9	-2	2.8	0	-11	-5	0.9
CCOC(=O)c1nc2ccccc2nc1C	·	-0.6	-15	2.1	-1	0.2	15	-6	0	0.6
COC(=O)C1=C(NC(=O)c2ccc(C)cc2)CCS1	·	0.1	8	1.6	·	-1.9	-8	0	-8	-1.7
COc1cc2cnc(CCO[C@H]3CCCCO3)cc2cc1OC	3	0.5	17	2.9	0	5.6	-17	10	13	1.3
CCC(C)(C)NC(=O)C(c1ccncc1)N(Cc1cccs1)C(=O)Cn1nnc2ccccc21 (centres undefined)	·	·	-4	1.8	-5	0.6	4	14	-10	1.5
Cc1ccc(O)c(CC(C)C)n1	·	-0.7	-29	3.0	1	-0.3	29	7	1	3.5
CCCc1oc(C(=O)O)cc1CN1CCOCC1	·	1.8	-37	-0.8	1	-1.8	37	-9	6	-0.7
O=c1[nH]c(-c2cccnc2)nc2sc(-c3ccccc3)cc12	0	-1.5	9	3.0	-4	3.2	-9	34	1	-1.7
N=C1C(c2nc3ccccc3s2)=C(O)CN1c1ccccc1	·	-1.9	-5	4.3	1	-3.1	5	-9	-8	-2.2
Nc1nc(N)nc(Cc2ccccc2O)n1	-1	-1.0	-6	1.9	-3	2.0	6	3	-1	0.4
CC1(C)Cc2ccccc2C2CC(O)C(=O)N21 (centres undefined)	·	-0.8	-15	0.1	-2	1.4	15	2	-1	0.6
c1ccc(-c2csc3ncnc(N4CCc5ccccc5C4)c23)cc1	-6	-1.7	·	3.9	-1	3.2	·	-3	19	1.3
CC1=CC(C)(C)N2C(=O)C3(C(C#N)=C(N)OC4=C3C(=O)CC(C)(C)C4)c3cc(C)cc1c32 (centres undefined)	-3	0.8	0	3.1	2	1.9	0	-15	-2	-0.2
CCCc1cc(=O)[nH]c(SCC(=O)N2CCC(C)CC2)n1	·	1.3	-24	·	·	0.4	24	-2	-5	-0.7
CCCCC(=O)Nc1ccc(C(=O)NNC(=O)CCc2ccccc2)cc1	1	-1.8	4	0.9	-3	1.4	-4	-4	-4	0.5
N#Cc1ccc(COC(=O)CSc2nnc(N)s2)cc1	-1	-2.6	-37	2.2	-3	0.3	37	5	-6	-2.6
CSCCC(NC(=O)c1ccco1)C(=O)NCc1ccc(F)cc1 (centres undefined)	1	0.2	-36	0.2	-2	1.8	36	·	-3	2.7
Cc1cccc(-c2cc3nc(C)cc(NCCCN(C)C)n3n2)c1	·	-2.7	-12	-0.6	-2	-0.1	12	20	-8	-0.6
CC(=O)N(CC(=O)N(CC(=O)O)c1ccc(Cl)cc1)c1ccc(Cl)cc1	-3	0.4	-1	1.8	-5	·	1	4	-5	·
CCOc1cc(/C=C/C(=O)c2ccc(O)cc2)ccc1OCC(=O)N(C)C	-1	-1.7	38	2.6	-5	-1.2	-38	-20	-7	0.0
C/C(Cn1nnc([N+](=O)[O-])n1)=N\NC(=O)c1ccc(O)cc1O	-3	-2.3	-24	-0.7	-2	4.8	24	-9	?	2.7

compound	Wnt act	CAL PDZ FP-1	SR-BI DiI inh	phage Ecoli inh	CAL PDZ FP-2	AddAB inh	SR-BI DiI-HDL act	MITF act	Tat export inh	E coli growth
COc1cccc(C(O)Cc2nc3ccccc3n2C)c1OC (centres undefined)	14	-1.0	-28	1.7	0	-0.1	28	-1	4	2.5
CC1CCC(NC(=O)c2cc(S(=O)(=O)N3CCCCC3)c[nH]2)CC1 (centres undefined)	-7	0.1	-3	2.2	·	0.1	3	-13	-3	-1.6
O=C(O)c1cc2c(cc1NC(=O)c1c(F)cccc1F)OCCCO2	3	-3.3	-31	4.1	0	3.8	31	4	1	3.8
COc1ccc(CCNC(=O)COC(=O)Cn2cnc3c2c(=O)n(C)c(=O)n3C)cc1	3	1.2	-1	0.6	-1	0.1	1	6	23	-1.6
O=C(Cc1cccs1)N1CCN(S(=O)(=O)c2cc(Cl)ccc2Cl)CC1	-3	-3.5	13	2.6	1	2.2	-13	1	-5	1.7
COc1cc(/C=C(/C#N)c2nc3ccccc3[nH]2)ccc1OCc1ccc(C(=O)O)o1	-2	-9.7	1	4.8	·	0.1	-1	-9	3	-2.6
CNCc1ccccc1OCC(=O)Nc1ccccc1	·	0.4	-22	4.2	0	2.3	22	8	6	-0.3
COc1ccc(CN(CC(=O)NCc2ccc(F)cc2)C(=O)c2csnn2)cc1	4	-3.5	2	-1.0	-4	2.5	-2	-8	3	-0.3
